Source: PubChem
HCV NS3 hel inh: inhibitors of HCV NS3 helicase, primary screen, biochemical, Cy5 molecular beacon fluorescence; inhibition, % at 10.9 µM; NS3 helicase DNA unwinding; 0.56% of 290,000 active; AID 1800, 2009;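 active = inhibition above the mean of all tested compounds plus 3 SD, set per campaign, cut at about 35% in these data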;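 also: 0% = DMSO wells and 100% = thioflavine S control wells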
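Compound dosing – single dose, 10.9 µM nominal final, DMSO 0.8% final · System – NS3 helicase fragment of HCV · Buffer or medium – MOPS pH 6.5, MgCl2, DTT, Tween20, BSA · Signal – Cy5 beacon fluorescence read at start and 1 h · Also added – annealed dual-labelled DNA beacon duplex, ATP-started · Schedule – 1 h at 25 °C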
M18AAP inhibitor: PfM18AAP inhibitors, malaria aminopeptidase, primary screen, biochemical, QFRET, recombinant enzyme. 1.2% of 290,000 active. H-Glu-NHMec fluorogenic cleavage. inhibition, % at 7.35 µM. AID 1822, 2009. M18 aspartyl aminopeptidase (Plasmodium falciparum 3D7);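 active = inhibition above the campaign mean inhibition over all tested compounds plus 3 SD, cut at about 28% in these data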;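 also: 0% = plate median of test compound wells and 100% = 2 mM ZnCl2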
IMP-1 inhibitor: IMP-1 metallo-beta-lactamase inhibitors, primary screen, biochemical, epi-absorbance readout, Pseudomonas aeruginosa enzyme; metallo-beta-lactamase IMP-1 (Pseudomonas aeruginosa); purified IMP-1, nitrocefin hydrolysis, epi-absorbance fluorescence; inhibition, % at 5.6 µM; 0.45% of 290,000 active;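 active = inhibition above the mean plus 3 SD of all compounds in the same screening run, cut at about 4.5% in these data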;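 also: 0% = IMP-1 with DMSO and 100% = DMSO wells lacking enzyme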
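System: Purified recombinant IMP-1 metallo-beta-lactamase enzyme | Measured by: Fluorescence quenching readout, ex 480/em 530 nm | Replication: Singlicate | Incubation: 15 min preincubation plus 25 min reaction at 25 °C | Evaluation: Percent inhibition from optical density relative to buffer-blank wells | Benchmarks: DMSO with and without IMP-1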
SUMO HTRF inh: inhibitors of in vitro SUMOylation cascade, primary screen, biochemical, HTRF, uHTS; SUMO-conjugating enzyme UBC9 (Homo sapiens), P63279; HTRF SUMOylation assay, SAE1/SAE2 + UBC9; inhibition, % at 35 µM; 0.36% of 290,000 active; AID 2006, 2009; in the data active = inhibition above about 50%, passing the limit was not always enough; also: strong numbers were not always called active
Target sequence (P63279 whole entry, looked up): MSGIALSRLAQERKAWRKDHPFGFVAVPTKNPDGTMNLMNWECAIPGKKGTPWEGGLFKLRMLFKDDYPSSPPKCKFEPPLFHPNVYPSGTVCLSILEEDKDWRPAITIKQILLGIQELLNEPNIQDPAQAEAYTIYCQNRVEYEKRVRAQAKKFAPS
VIM-2 inhibitor: VIM-2 metallo-beta-lactamase inhibitors, primary screen, biochemical, epi-absorbance readout, Pseudomonas aeruginosa enzyme; inhibition, % at 5.6 µM; AID 1527, 2009; purified VIM-2, nitrocefin hydrolysis, epi-absorbance fluorescence; 0.89% of 290,000 active;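 active = inhibition above the mean of all tested compounds plus 3 SD, cutoff set per screening run, cut at about 7.5% in these data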;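 also: red hydrolysis product quenches plate fluorescence so inhibitors raise well fluorescence; 0% = enzyme with DMSO and 100% = DMSO without enzyme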
IDE inh: human IDE inhibitors in live cells, primary screen, fluorescence polarization, HEK cells, FAbetaB substrate | FAbetaB cleavage | inhibition, % at 5.59 µM | 0.41% of 320,000 active | AID 434962, 2010;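 active = percent inhibition above the average of all tested compounds plus 3 SD, set per screening campaign, cut at about 16% in these data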;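 also: IDE supplied by intact live HEK cells; FP after avidin binding of uncleaved biotin substrate so inhibition keeps polarization high; 0% = DMSO wells and 100% = 60 µM reference IDE inhibitor Ii1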
p-CIP stab down: p/CIP-EGFP fusion destabilizers, primary screen, fluorescence, F442A cells; Q05BA5; 16 h; decrease of EGFP signal, % at 10 µM; 0.01% of 290,000 active; AID 1984, 2009;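 active = EGFP signal decrease of at least 30% at 10 µM or well 3 SD below plate mean, unless failing retest; inactive = the rest, including hits failing retest or dose response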; also: some compounds called inactive have numbers as strong as hits; many of its hits are not listed in these tables
DNA FID counter: compounds displacing fluorescent DNA intercalator, primary screen, artefact control for HCV NS3 helicase inhibitor project, biochemical, FID fluorescence | 0.17% of 290,000 active | inhibition, % at 7.9 µM | DNA fluorescent intercalator displacement; in the data active = inhibition above about 37%;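 also: 0% = vehicle and 100% = reference compound; higher means more ethidium bromide displaced from hairpin DNA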
IDE cell activ: human IDE activators in live cells, primary screen, fluorescence polarization, HEK cells, FAbeta-B substrate | AID 493087, 2011 | activation, % at 5.96 µM | 0.073% of 340,000 active | Insulin-degrading enzyme (Homo sapiens), P14735 | FAbeta-B cleavage; 0% vehicle, 100% cell-free pure enzyme wells;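 active = activation above the mean of all tested compounds plus 3 SD, set per screening campaign, cut at about 17% in these data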
Starred values were filed as active, the others as inactive; . = no result given.

Values run as follows: HCV NS3 hel inh	M18AAP inhibitor	IMP-1 inhibitor	SUMO HTRF inh	VIM-2 inhibitor	IDE inh	p-CIP stab down	DNA FID counter	IDE cell activ
- CCOC(=O)CCC(NC(=O)CC(=O)NC(CCC(=O)OCC)C(=O)OCC)C(=O)OCC (configuration not stated)
 : 0	3	-2.7	-15	-2.0	-1	-7	-10	0
- NNS(=O)(=O)c1ccc(N2CCCC2=O)c([N+](=O)[O-])c1
 : 3	7	-2.8	5	-0.6	1	-9	2	3
- CN(C(=S)Nc1ccc(F)cc1)C(c1ccccc1)c1ccccc1
 : 4	-7	-3.6	19	-1.8	-1	-17	-11	2
- Cc1ccccc1C(=O)N1CCC(C(=O)Nc2ccccc2Cl)CC1
 : 2	-5	-1.9	-14	-1.4	1	-8	-25	2
- O=C(Oc1ccc(Cl)cc1)N1CCCCC1
 : -2	-4	-2.2	5	-1.1	-3	-6	-4	-5
- COc1cccc(/C=C2/SC(=S)N(CC(=O)Nc3nnc(C)s3)C2=O)c1
 : 3	10	0.4	-17	-3.1	.	-6	-3	2
- COc1cccc(C(=O)OCCN(C)C(C)(C)C)c1
 : 3	1	-6.4	-9	-2.8	-2	5	-1	.
- C=C(C)CNC(=S)NNC(=O)c1ccncc1
 : 5	11	-1.9	5	-3.3	-9	-3	-4	-1
- Cc1cccc(CC2CC(=O)N(c3ncccn3)C2=O)c1 (configuration not stated)
 : -5	-12	1.1	-5	-0.2	-5	-13	1	3
- CCn1c(=O)n(CCOC)c(=O)c2c3c(sc21)CCCC3
 : 8	6	-2.7	23	4.3	7	-8	-25	-5
- COc1ccccc1C(=O)NCC(=O)OCCCOC(=O)CNC(=O)c1ccccc1OC
 : 2	2	-2.4	9	-1.4	5	-3	-23	4
- CC(=O)N1CCCc2cc(S(=O)(=O)N3CCCC(C(=O)NCc4ccccc4Cl)C3)ccc21 (configuration not stated)
 : 4	-7	-2.4	-6	-0.7	5	1	-67	-3
- O=C(Cn1ccc2ccccc2c1=O)NCC(=O)N1CCN(c2ccccc2F)CC1
 : -3	1	-2.6	-7	-1.0	0	-2	-21	1
- CC1(C)CC(NS(=O)(=O)c2ccc3ccccc3c2)CC(C)(C)N1
 : -3	1	-2.0	5	-2.5	-1	6	8	2
- O=C(N/N=C/c1ccc[nH]1)c1ccc(Cl)cc1
 : -1	4	-0.9	4	-1.9	-2	-10	-4	2
- COc1ccc(N2C(=O)N[C@@H](Cc3ccccc3)C2=O)cc1OC
 : 11	-2	-2.9	-9	-3.2	-2	5	-6	-3
- Cc1ccc([N+](=O)[O-])cc1NC(=O)C(Sc1ccccc1)c1ccccc1 (configuration not stated)
 : 5	-1	-2.1	6	-3.9	1	-5	3	2
- CCN1CCN(c2cc(C)c3cc(NC(=O)CCC(=O)N4CCN(c5ccccc5)CC4)ccc3n2)CC1
 : -24	-4	-2.5	-2	0.4	-11	-13	17	1
- Cc1noc(C(=O)N(C)c2ccccc2)c1Cl
 : -1	1	-2.9	-8	-3.1	1	-1	-3	4
- O=S(=O)(Nc1ccc2ccccc2c1)c1ccccc1
 : -12	13	-1.9	-13	-0.2	0	-3	4	5

Compounds shown so far that have a nitro group on carbon, in the order listed:
Values run as follows: HCV NS3 hel inh	M18AAP inhibitor	IMP-1 inhibitor	SUMO HTRF inh	VIM-2 inhibitor	IDE inh	p-CIP stab down	DNA FID counter	IDE cell activ
- NNS(=O)(=O)c1ccc(N2CCCC2=O)c([N+](=O)[O-])c1
 : 3	7	-2.8	5	-0.6	1	-9	2	3
- Cc1ccc([N+](=O)[O-])cc1NC(=O)C(Sc1ccccc1)c1ccccc1 (configuration not stated)
 : 5	-1	-2.1	6	-3.9	1	-5	3	2

(further entries)
Values run as follows: HCV NS3 hel inh	M18AAP inhibitor	IMP-1 inhibitor	SUMO HTRF inh	VIM-2 inhibitor	IDE inh	p-CIP stab down	DNA FID counter	IDE cell activ
- CCCCOc1cccc(C(=O)Nc2ccccc2N2CCCC2)c1
 : -4	0	-4.3	4	-3.5	6	0	-18	4
- CN(C)S(=O)(=O)c1ccc(C(=O)Nc2cc(S(=O)(=O)Nc3ccccc3Cl)ccc2N2CCCCC2)cc1
 : -8	-2	1.3	4	-0.3	0	-12	-22	5
- COc1ccc(N=C2S/C(=C\c3ccc(OCC(=O)O)cc3)C(=O)N2CCc2c[nH]c3ccccc23)cc1
 : -14	2	-2.0	35	-2.8	.	-1	17	-2
- O=C(CSc1ccc2nnc(CCNS(=O)(=O)c3ccccc3)n2n1)Nc1nc2ccccc2s1
 : 27	5	-3.6	2	-1.5	11	-13	-20	-17
- COc1ccc(OCC(=O)Nc2ccc(N3CCN(Cc4ccccc4F)CC3)cc2)cc1
 : 8	4	-2.2	20	-1.5	-2	-8	-15	1
- Cc1nn(C)cc1S(=O)(=O)N1CCCC(C(=O)O)C1 (configuration not stated)
 : -6	-1	-1.7	20	-4.2	0	13	11	6
- CCN1CCN(C(=O)c2ccccc2NS(=O)(=O)c2ccc(Cl)cc2)CC1
 : -11	-1	-2.6	14	-1.9	-8	-9	0	0
- CCN(CC)c1ccc(C(=O)Nn2cnc3ccccc3c2=O)cc1
 : 7	-5	0.9	21	0.0	0	-9	-15	2
- Cc1ccccc1N1CCN(C2=NC(=O)/C(=C/c3cn[nH]c3-c3ccccc3)S2)CC1
 : 8	-5	-0.7	-3	-1.3	5	2	4	2
- COCCNC(=O)c1cn(C)c(=O)c2cc(OC)c(OC)cc12
 : -6	-12	-2.9	13	1.5	5	-7	0	-5
- Cc1cc(C(C)(C)C)cc(C)c1CC1=NCCN1
 : -5	7	0.0	-16	1.9	-1	-1	15	6
- CCOC(=O)c1[nH]cnc1C(=O)O
 : -5	2	-3.0	-2	-3.4	-1	-3	3	3
- CC1CN(S(=O)(=O)c2cccc(C(=O)OCc3cc(=O)oc4cc(O)ccc34)c2)CC(C)O1 (configuration not stated)
 : 8	-7	-3.7	15	0.4	1	-4	-18	5
- O=C1N/C(=N/NC(=O)c2cccc3ccccc23)S/C1=C\c1ccccc1OCc1ccccc1
 : 10	-12	-2.7	-18	-3.7	.	1	-3	1
- O=C1c2cccc3cccc(c23)C(=O)N1CCN1CCN(CC(O)COc2ccccc2)CC1 (configuration not stated)
 : -38	-3	-2.9	13	5.2	-1	5	19	2
- CCOc1cc(C(=O)NCc2ccc3c(c2)OCO3)cc(OCC)c1OCC
 : -3	-18	-0.4	4	0.2	-2	5	-40	2
- CCOc1ccc(NC(=O)CN2CCN(S(=O)(=O)c3ccc(Cl)cc3)CC2)cc1
 : -1	3	-1.1	6	-1.4	2	-14	-20	-5
- CCN1C(=O)C(NC(C)=O)c2cc(OC)ccc21 (configuration not stated)
 : 4	5	-4.5	11	-4.7	5	-8	-2	0
- CCOc1cc(CN2CCC(CO)(Cc3cccc(C(F)(F)F)c3)CC2)ccc1OC
 : -27	4	-0.8	2	-1.2	-5	-2	25	-1
- N#Cc1c(-c2ccccc2)nc(SCc2cccc(Cl)c2)[nH]c1=O
 : 6	2	-2.4	22	-3.2	-1	-3	8	5

Next part
| SMILES | HCV NS3 hel inh | M18AAP inhibitor | IMP-1 inhibitor | SUMO HTRF inh | VIM-2 inhibitor | IDE inh | p-CIP stab down | DNA FID counter | IDE cell activ |
| --- | --- | --- | --- | --- | --- | --- | --- | --- | --- |
| Cn1c(C(=O)N2CCN(c3nc4ccccc4s3)CC2)cc2sccc21 | -2 | -8 | -3.7 | -26 | -2.6 | 14 | 12 | -6 | -26 |
| CC(C)n1c2ccccc2c2nc3ccccc3nc21 | 0 | 2 | -2.7 | 27 | 1.6 | 2 | -3 | -6 | -2 |
| CC(C)(C)c1cc(C(=S)N2CCCC2)cc(C(C)(C)C)c1O | 22 | 11 | 0.8 | -7 | -0.9 | . | 5 | -33 | 4 |
| Cc1ccc2c(c1)N(C(=O)CCC(=O)NC1CCCCCC1)CCO2 | 19 | 1 | -1.4 | 8 | -0.3 | 3 | -7 | -29 | 1 |
| CC(=O)NC12CC3CC(C1)CC(C(=O)Nc1nc4ccc(F)cc4s1)(C3)C2 | 12 | 21 | -0.4 | -1 | -3.5 | 6 | -3 | -28 | 3 |
| CCOc1ccc(CCNC(=O)CCNC(=O)c2ccccc2Cl)cc1OCC | -1 | -4 | -4.0 | 3 | -3.1 | 8 | 9 | -32 | 1 |
| COc1cccc(/C(O)=C2/C(=O)C(=O)N(CCN3CCOCC3)C2c2cccnc2)c1 (configuration not stated) | 3 | -6 | -4.9 | 18 | -0.9 | 9 | -12 | 2 | -4 |
| CCOc1ccc(C2CC(c3ccc(OC)cc3)n3ncnc3N2)cc1 (configuration not stated) | 5 | 3 | -3.2 | 6 | -1.0 | 2 | -13 | -32 | 1 |
| O=C1CSC(c2cn(-c3ccccc3)nc2-c2cc3ccccc3o2)N1Cc1ccccc1 (configuration not stated) | -2 | -8 | -4.8 | -8 | -4.2 | 1 | -10 | -3 | 1 |
| CCCC(=O)Nc1ccc(NC(=O)c2ccco2)cn1 | 8 | -10 | -4.7 | 11 | -3.5 | 5 | 0 | -1 | 4 |
| Cc1[nH]n(-c2ncc(-c3ccc(Cl)cc3)s2)c(=O)c1C(c1ccc(Cl)cc1)C(C#N)C#N (configuration not stated) | 28 | 1 | -5.7 | 70* | -5.4 | 6 | 5 | -6 | 3 |
| COC(=O)C1=C(C)N(CCc2c[nH]c3ccccc23)C(=O)C1 | 11 | 6 | -2.8 | 12 | 1.6 | -8 | 5 | -14 | -1 |
| C=CCOc1cccc(C(=O)N2CCC(CCC(=O)NC3CC3)CC2)c1 | 8 | -4 | -1.1 | -2 | -1.6 | 3 | 8 | -18 | 1 |
| COCC(=O)N1CCCc2ccccc21 | 0 | 3 | -2.6 | 23 | -2.1 | 7 | -9 | -1 | 4 |
| CSc1nc(C)nc2c1c(=O)n(C)c(=O)n2C | 3 | 6 | -4.0 | 4 | -1.2 | 3 | 3 | -3 | 1 |
| C#CCOC(=O)C[N+](C)(C)C/C=C/c1ccccc1 | -7 | 4 | -1.5 | 13 | -3.6 | 0 | 1 | 0 | 10 |

Taken from above:
VIM-2 inhibitor result of N#Cc1c(-c2ccccc2)nc(SCc2cccc(Cl)c2)[nH]c1=O is entered as -3.2
HCV NS3 hel inh result of O=C(Cn1ccc2ccccc2c1=O)NCC(=O)N1CCN(c2ccccc2F)CC1 is entered as -3
M18AAP inhibitor result of COC(=O)C1=C(C)N(CCc2c[nH]c3ccccc23)C(=O)C1 is entered as 6
HCV NS3 hel inh result of NNS(=O)(=O)c1ccc(N2CCCC2=O)c([N+](=O)[O-])c1 is entered as 3
IMP-1 inhibitor result of COc1cccc(C(=O)OCCN(C)C(C)(C)C)c1 is entered as -6.4
